FBPA Giardia inh – inhibitors of Giardia lamblia fructose-1,6-bisphosphate aldolase. purified Giardia FBPA. Potency, µM (series often up to 59.6 µM), for the others: top-dose activity, negative = inhibition, usual class: inhibitors. 290,000 compounds, 0.71% hits; note: potency is the fitted concentration of half-maximal effect; nearly all actives have a fitted effect of over 55% in size
Target sequence (A8B2U2 whole entry, looked up): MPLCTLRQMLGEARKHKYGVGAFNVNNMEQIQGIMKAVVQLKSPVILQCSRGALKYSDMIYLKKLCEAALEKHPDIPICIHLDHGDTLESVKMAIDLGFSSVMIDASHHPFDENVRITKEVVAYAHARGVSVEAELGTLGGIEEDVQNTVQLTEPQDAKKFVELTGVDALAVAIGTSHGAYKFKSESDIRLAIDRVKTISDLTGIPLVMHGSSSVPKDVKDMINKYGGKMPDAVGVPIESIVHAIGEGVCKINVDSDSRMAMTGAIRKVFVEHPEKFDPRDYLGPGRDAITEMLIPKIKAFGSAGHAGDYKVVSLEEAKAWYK
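Giardia FBPA (40 nM reagent) was preincubated 10 min at RT with compound (up to 57.5 uM final), then substrate plus GAPDH/TPI/NAD/arsenate coupling system with diaphorase/resazurin was added; resorufin fluorescence (525/598 nm) was read after 20 min.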
HCMV inh – human cytomegalovirus inhibition; HFF cells, HCMV-luciferase reporter, 72 h; active compounds read low; activity change, negative = inhibition, % at 57.5 µM; 410,000 compounds, 4.5% hits; in the data active = activity change below about -60%; inconclusive = no clear call, values can overlap the other calls; inactive = above about -39%
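Cell-based, HFFs, 1000 cells/well, 16 h 37C; cpds in DMSO + HCMV-luc, MOI 1 PFU/cell; 72 h 37C; OneGlo luminescence after 5 min RT; norm. to buffer vs Salinomycin 10uM.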
AMA1-RON2 inh – AMA1-RON2 (P. falciparum) interaction inhibition | AlphaScreen AMA1-biotinylated RON2 peptide binding | Potency, µM (highest dose often 58.2 µM), for the others: at the top dose activity change, negative = inhibition, most hits filed as inhibitors | 360,000 compounds, 0.2% hits;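 note: potency is the fitted concentration of half-maximal effect; 0% = vehicle wells and -100% = peptide control; nearly all actives have a fitted effect of over 45% in size; some results filed as inactive show a strong effect at the top dose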
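AMA1 (3D7) with his tag at 25 nM final met compounds first, then biotinylated RON2 peptide at 25 nM; detection used donor plus acceptor beads, 10 µg/mL apiece, read by AlphaScreen after 30 min at room temperature.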
AmpC inh detg – inhibitors of E. coli AmpC beta-lactamase with detergent. 370,000 compounds, 0.041% hits. Potency, µM (doses to about 114 µM), for the others: at the highest dose activity change, negative = inhibition, actives largely listed as inhibitors. AmpC hydrolysis of nitrocefin, absorbance 480 nm, 0.01% Triton;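 note: potency is the fitted concentration of half-maximal effect; 0% = no-compound wells and -100% = no-enzyme wells; nearly all actives have a fitted effect of over 25% in size; some results filed as inactive show a strong effect at the top dose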
Target sequence (P00811 whole entry, looked up): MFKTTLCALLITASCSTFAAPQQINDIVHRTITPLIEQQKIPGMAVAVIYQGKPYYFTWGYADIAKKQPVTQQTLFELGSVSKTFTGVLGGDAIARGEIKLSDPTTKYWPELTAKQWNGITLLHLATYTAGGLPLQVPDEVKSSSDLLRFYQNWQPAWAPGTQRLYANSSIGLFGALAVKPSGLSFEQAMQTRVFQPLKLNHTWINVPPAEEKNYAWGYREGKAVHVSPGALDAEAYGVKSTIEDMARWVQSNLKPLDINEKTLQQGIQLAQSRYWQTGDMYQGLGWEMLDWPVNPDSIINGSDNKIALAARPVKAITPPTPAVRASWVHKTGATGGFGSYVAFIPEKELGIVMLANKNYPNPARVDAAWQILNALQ
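AmpC (5.3 nM in the dispensed reagent) in 20 mM phosphate pH 7.0 with 0.01% (detergent screen) or 0.0001% Triton X-100 was preincubated with compounds for 15 min at room temperature. Nitrocefin was then added from an 800 uM solution, and hydrolysis was followed at 480 nm.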
AmpC no deterg – inhibitors of E. coli AmpC beta-lactamase without detergent; AmpC nitrocefin hydrolysis, absorbance 480 nm, 0.0001% Triton; Potency, µM (titrated, usually from 57.1 µM), for inactives: at the top dose activity change, negative = inhibition, hits mostly inhibitors; 330,000 compounds, 0.52% hits; AID 485341;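 note: potency is the fitted concentration of half-maximal effect; plate controls were no compound for no effect and no enzyme for full effect; nearly all actives have a fitted effect of over 20% in size; some results filed as inactive show a strong effect at the top dose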
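20 mM phosphate pH 7.0 + 0.01% (detergent screen) or 0.0001% Triton X-100; 5.3 nM AmpC reagent; cpd preinc 15 min RT; nitrocefin (800 uM stock) to start; A480 q20 s × 4 min; Activity was normalised to no-enzyme and no-compound control wells.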
Sm TGR inh – inhibitors of Schistosoma mansoni thioredoxin glutathione reductase; Q962Y6; purified TGR, DTNB reduction, TNB absorbance 405 nm; Potency, µM (series often up to 114 µM), for inactives: at the highest dose activity change, negative = inhibition, most hits filed as inhibitors; 360,000 compounds, 3% hits; note: potency is the fitted concentration of half-maximal effect; nearly all actives have a fitted effect of over 60% in size
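Kinetic colorimetric format: TGR-catalysed, NADPH-driven DTNB reduction monitored via TNB absorbance. Enzyme dispensed at 20 nM; compound exposure 15 min at room temperature before reaction start.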
* marks the source's active call; other numbers are inactive results; u = inconclusive; x = no result given; & = joins results of further samples; [ ] = dose if it differs, or a comment. Unless noted, calls come from the whole dose curve; as a rule, active = well fitted curve in the direction sought with a large enough effect; inconclusive = small, poorly fitted or top-dose-only effect, or another doubt; inactive = no such curve, though single readings can be large; an effect the other way counts as inactive or inconclusive. Unless noted, % is set by controls: 0 for no effect and ±100 for the full control effect.

SMILES	FBPA Giardia inh	HCMV inh	AMA1-RON2 inh	AmpC inh detg	AmpC no deterg	Sm TGR inh
CC1(C)NC(=O)N(CC(=O)N2CCN(S(=O)(=O)c3ccccc3C(F)(F)F)CC2)C1=O	x	-11	-7%[11.6 µM]	u	-6%	2%
CSc1nc2cc(S(=O)(=O)N3CCOCC3)ccc2s1	13%	20	-2%	u	3%	1%
O=C1NC(=O)N(Cc2ccco2)C(=O)/C1=C\c1cccn1CCOc1ccc(Cl)cc1	3%	-34	-26%	u	-58%	u
O=C(NCC1CCCN(C(=O)c2cscn2)C1)c1ccccc1Cl (centres undefined)	2%	35	6%	4%	-7%	-9%
COc1cc(NC(=O)C2CC(c3cccc(OC)c3OC)=NO2)cc(OC)c1OC (centres undefined)	-6%	x	-5%	u	-1%	-8%
COc1ccccc1CC(=O)N1CCCC(CCC(=O)NCc2ccccc2F)C1 (centres undefined)	8%	0	14%	-1%	3%	11%
CC1(C)Cc2nc3nc(SCC(=O)Nc4ccccc4)nc(N)c3cc2CO1	1%	38	14%	-14%	-10%[2.29 µM]	1%
CCN(CC)c1ccc(CN(C(=O)c2cc(OC)c(OC)c(OC)c2)C2CCS(=O)(=O)C2)cc1 (centres undefined)	13%	57	-9%	u	95%[activator]	0%
CC1CCCC(C)N1C(=O)COC(=O)C(Cc1ccccc1)NC(=O)c1cccs1 (centres undefined)	-3%	35	-2%	-15%	3%	3%
CC(C)Oc1ccc(CNCCC2(C(C)C)CCOC(C)(C)C2)cc1 (centres undefined)	-4%	13	0%	u	51%	0%
COc1cccc(/C=N/NC(=O)CCc2n[nH]c(=O)[nH]c2=O)c1O	u	-17	71%[activator]	-14%	-3%	-18%
O=C1COc2cc(S(=O)(=O)NCc3ccco3)c(Cl)cc2N1	x	24	x	-12%	-51%	16µM*
Cc1ccccc1NC(=O)c1sc2nc(-c3cc4ccccc4oc3=O)[nH]c(=O)c2c1C	x	5	x	12%	x	4%
CCCCC(=O)N/N=C(C)/C=C/c1ccccc1F	0%	45	9%	5%	-5%	7%
COc1nc(OC)nc(N2CCC(NC(=O)C(Cc3ccc(C(C)C)cc3)NC(C)=O)CC2)n1 (centres undefined)	-10%	59	-13%	-4%	7%	-2%
Nc1cc(=O)[nH]c(=O)n1CC1CC1	4%&0%	u	-5%	u	-3%	-2%
CCCCn1nc(NC(=O)c2cccc(Cl)c2)c2cc3ccccc3nc21	x	5	x	14%	x	-2%
CCOC(=O)c1[nH]c2c(c1C)C(=O)CC(c1ccco1)C2 (centres undefined)	1%	-81*	0%	u	-30%	40µM*
CC(=O)Oc1ccc(C23CC4CC(CC(C4)C2)C3)cc1C(=O)O	-3%	x	x	-9%	-23%	7%
O=C(Cc1ccccc1[N+](=O)[O-])NCCCc1ccccc1	7%	45	14%	-12%	-7%	6%
CCS(=O)c1ccccc1C(=O)OCC(=O)Nc1cccc(S(=O)(=O)N2CCCCC2)c1 (centres undefined)	x	-8	-7%	u	33%	-8%
CCCCn1c(-c2ccccc2)nc2c(=O)n(C)c(=O)[nH]c21	-23%	-2	6%	-14%	-11%	3%
CCOC(=O)CSc1nc(COc2ccccc2)nc2ccccc12	-2%	54	17%	-2%	-13%	27%
COCCn1c(SCC(=O)NCCc2ccc(OC)c(OC)c2)nc2c([nH]c3ccccc32)c1=O	4%	68	-4%	-7%	-11%	0%
Cc1ccc(C)c(S(=O)(=O)Nc2ccc(C(=O)NCCc3ccccn3)cc2)c1	5%	-20	13%	-2%	-13%	1%
Cc1ccccc1-c1noc(CNC(=O)c2ccco2)n1	3%	-10	1%	-1%	-3%	-3%
O=C(c1csc2c1CCCC2)N1CCN(c2ncccn2)CC1	9%	u	16%	-4%	-2%	-5%
O=C(NC1CCCC1)C(c1c[nH]c2ccccc12)N(C(=O)Cn1nnc(-c2ccc(Cl)cc2)n1)c1ccccc1 (centres undefined)	-11%	-5	-10%	-11%	-5%	-16%
COc1ccc(N2CCN(C(=O)[C@@H]3CCCN3C3=NS(=O)(=O)c4ccccc43)CC2)cc1	x	-2	19%	-10%	-17%	-11%
CC1CCc2c(sc(NC(=O)CCCOc3ccc(C(C)(C)C)cc3)c2C(N)=O)C1 (centres undefined)	x	21	x	15%	x	-19%
O=C(NC(C(=O)N1CCCC1C(=O)O)=C1CCCCC1)c1ccccc1 (centres undefined)	16%	23	-3%	4%	9%	-8%
Cn1c2c(c(=O)n(C)c1=O)C(c1ccccc1C(F)(F)F)CC(=O)N2 (centres undefined)	x	-26	x	15%	x	u
CCN(CC)CCCN1C(=O)C(O)=C(C(=O)c2ccc(C)o2)C1c1ccc(C)o1 (centres undefined)	-3%	-6	0%[11.6 µM]	6%	-13%	50µM*
CC(=O)Nc1ccc(OCC(=O)NCCc2ccccc2)cc1	0%	31	-7%	4%	2%	6%
CCCC(=O)NC(=S)Nc1ccccc1OC	11%	-6	48%[activator]	-2%	x	-5%
O=C(COC(=O)c1cc([N+](=O)[O-])ccc1NCc1ccccc1)NC1CCCCC1	3%	-19	-7%	u	-19%	-2%
Cc1c(C(=O)N(C)c2ccccc2Cl)cnn1-c1ccccc1	7%	-21	-10%	u	13%	-1%
Cc1cccc(C(=O)Nc2cccc3c2CCCC3)c1	10%	-101*	4%	-11%	-31%	-23%
CC(C)Cc1nnc(NC(=O)CSc2nc(-c3ccccc3)cc(=O)[nH]2)s1	15%	-5	10%	-6%	-10%	3%
COc1ccc(-c2cc(C(F)(F)F)n3nc(C(=O)Nc4cccc(Cl)c4Cl)cc3n2)cc1OC	x	-4	x	-1%	x	-6%

Whole records as entered above. Screens in order: FBPA Giardia inh, HCMV inh, AMA1-RON2 inh, AmpC inh detg, AmpC no deterg, Sm TGR inh
Cc1cccc(C(=O)Nc2cccc3c2CCCC3)c1 as listed: 10%, -101*, 4%, -11%, -31%, -23%
O=C(NC(C(=O)N1CCCC1C(=O)O)=C1CCCCC1)c1ccccc1 (centres undefined) as listed: 16%, 23, -3%, 4%, 9%, -8%
CC(C)Cc1nnc(NC(=O)CSc2nc(-c3ccccc3)cc(=O)[nH]2)s1 as listed: 15%, -5, 10%, -6%, -10%, 3%
O=C(COC(=O)c1cc([N+](=O)[O-])ccc1NCc1ccccc1)NC1CCCCC1 as listed: 3%, -19, -7%, u, -19%, -2%
COc1ccc(-c2cc(C(F)(F)F)n3nc(C(=O)Nc4cccc(Cl)c4Cl)cc3n2)cc1OC as listed: x, -4, x, -1%, x, -6%

(list continues)
SMILES	FBPA Giardia inh	HCMV inh	AMA1-RON2 inh	AmpC inh detg	AmpC no deterg	Sm TGR inh
C/C(=N\NC(=O)c1ccc(CN2CCOCC2)cc1)c1cccc([N+](=O)[O-])c1	-4%	-33	51%[activator]	-22%	-21%	4%
CCC(=O)N1CCc2cc(S(=O)(=O)CCC(=O)N(C)c3ccc(OC)cc3)ccc21	6%	12&-3	2%	-14%&3%	-4%	-10%&3%
NC(=O)C1=C[C@H](c2ccc3c(c2)OCO3)C[C@H](OCc2ccc(CO)cc2)O1	u	65	3%	1%	15%	56µM*
CC1CCc2c(sc(NC(=O)CCc3nc4ccccc4c(=O)[nH]3)c2C#N)C1 (centres undefined)	x	-32	3%	-5%	-32%	-21%
CC1(c2ccc3ccccc3c2)NC(=O)N(CC(=O)N2CCN(Cc3ccc(C#N)cc3)CC2)C1=O (centres undefined)	x	x	-20%	-12%	168%[activator]	-28%
COC(=O)c1ccc(N=NN2CCCCC2)cc1	4%	u	-11%	u	-4%	u
CC(=O)c1cccc(NC(=O)Cn2c(=O)c(CNc3ccc(C)cc3)cc3cc4c(cc32)OCCO4)c1	x	22	x	-4%	x	-8%
O=C(NCCN1C(=O)S/C(=C\c2cccnc2)C1=O)C1CC(=O)N(Cc2ccco2)C1 (centres undefined)	2%	-3	7%	1%	-10%	u
CC(=O)NC1CC2CCCC(C1)N2S(=O)(=O)c1ccccc1 (centres undefined)	4%	9	1%	-10%	-1%	2%
Cc1ccc(OCC(=O)Nc2ccc3nc(SCC(=O)N4CCc5ccccc54)sc3c2)cc1	x	15	x	12%	x	0%
Cc1cc(=O)[nH]c(N/N=C/c2ccc(C)o2)n1	-4%	51	78%[activator]	-2%	3%	2%
O=C(COC(=O)c1ccc(OC(F)F)cc1)NCCCN1CCCC1=O	6%	-15	14%	4%	1%	19%
O=C(Nc1nnc(N2CCCCCC2)s1)c1cc(-c2ccc(Br)cc2)on1	12%	26	17%	u	-48%	-10%
COCCn1c(=NC(=O)c2ccc3c(c2)OCCO3)sc2cc(NC(C)=O)ccc21	x	52	x	18%	x	3%
CSCC[C@H](NC(=O)NCCC1=CCCCC1)C(=O)O	0%	-4	0%	2%	-4%	-10%
Cc1ccc(C)c(N2CCN(C(=O)C34CC5CC(C3)CC(n3nnc(C)n3)(C5)C4)CC2)c1	-1%	-38	-11%	-3%	98%[activator]	-1%
Cc1nn(-c2ccc(N3CCOCC3)nn2)c(C)c1CCC(=O)N1CCN(C)CC1	1%	-29	-4%	-8%	-11%	-24%
N#Cc1ccccc1N=C1CCCN1Cc1ccccc1	1%	-20	1%	-3%	209%[activator]	5%
COc1cccc(NC(=O)CSc2nnnn2C2CCCCC2)c1	-5%	-40	12%	-11%	-24%	-5%
Cc1cc(C)n(-c2nnc(C)n2NC(=O)c2cccc(Cl)c2)n1	-9%	5	-14%	0%	-8%	0%
CCOC(=O)C1=C(c2ccccc2)Nc2ncnn2C1c1ccccn1 (centres undefined)	2%	-15	-1%	3%	-30%	-3%
Cc1ccc(/C=C/C(=O)N2CCCN(C(=O)/C=C/c3ccc(C)cc3)CC2)cc1	0%	-29	-1%	u	98%[activator]	6%
O=c1c2sc3ccccc3c2n(Cc2ccccc2Cl)c(=O)n1Cc1ccccc1	x	19	x	28%	x	-1%
O=C1CC(=O)N(CCc2ccc(F)cc2)C(=O)N1	2%	34	-8%	3%	-34%	u
CP(=O)(Nc1cc(Cl)ccc1Cl)c1nc2c(s1)CCCC2 (centres undefined)	7%	-2	-8%	-12%	30%	8.9µM*
COc1cc(F)c(C2=CC(=O)C[C@H](c3ccc(Cl)cc3)C2)cc1F	x	74	11%	3%	-20%	-7%
COc1ccccc1N(C)C(=O)Cn1c(=O)oc2cc(S(=O)(=O)N3CCCC3)ccc21	x	-38	x	3%	x	4%
CCC(Sc1nc2n[nH]c(C)c2c(=N)n1-c1cccc(Cl)c1)C(=O)NCCOC (centres undefined)	0%	36	8%	-1%	164%[activator]	4%
COc1ccc(NC(=O)Nc2nnc(N(CC(C)C)CC(C)C)s2)c(OC)c1	x	-12	x	21%	x	1%
CCOC(=O)c1sc(=S)n(CC)c1N	-3%	13	-4%	-18%	-30%	0%

From PubChem
